# Compound activity from PubChem BioAssay.
# p53ts 39C tox = qHTS Screen for Compounds that Selectively Target Cancer Cells with p53 Mutations: Cytotoxicity of p53ts Cells at the Nonpermissive Temperature; H1299-p53A138V viability at 39C, ATP luminescence, 24 h; Potency, µM (series often up to 46.1 µM), for the others: at the highest dose activity change, negative = cell killing, most hits filed as cytotoxic; 1.5% of 130,000 active; note: nearly all actives have a fitted effect of over 55% in size
# p53ts 32C kill = qHTS Screen for Compounds that Selectively Target Cancer Cells with p53 Mutations: Cytotoxicity of p53ts Cells at the Permissive Temperature. H1299-p53A138V at 32C, ATP luminescence viability, 24 h. Potency, µM (series often up to 46.1 µM), for the others: at the top dose activity change, negative = cytotoxicity, usual class: cytotoxic. 0.93% of 130,000 active. AID 924, 2007;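 note: 0% = DMSO and -100% = full killing by reference compound; nearly all actives have a fitted effect of over 55% in size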
#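 Viability by ATPlite luminescence after 24 h compound treatment (up to 46 uM) at the permissive 32C. Cells are H1299 carrying p53 A138V. Scale runs from DMSO basal to 100 uM tamoxifen as full kill; AC50 from Hill fits.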
# Peg3 imprint = qHTS Assay for Compounds that Induce Erasure of Genomic Imprints. Potency, µM (highest dose often 60.7 µM), for the others: at the highest dose activity change, positive = activation, actives largely listed as activators. 0.02% of 110,000 active. mouse ES Peg3-LacZ reporter, beta-gal luminescence, 40 h;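 note: 0% = negative control wells on the plate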
#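 Readout: BetaGlo luminescence (5 min, room temp) for LacZ from the normally silent maternal Peg3 allele in female Peg3LacZ-Neo ES cells. Cells 300/well, 40 h, 37C, 5% CO2. Data normalized per plate to negative controls.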
# IkB signaling = IkB Signaling; ABC-DLBCL IkBa-CBG/CBR dual luciferase ratio, 4 h; response scale: scaled: untreated 0%, proteasome inhibitor 100%; Potency, µM (highest dose often 57.1 µM), for inactives: top-dose IkBa stabilization activation; 0.04% of 110,000 active; AID 445, 2006; active = well fitted curve in the direction sought with a large enough effect in the signal ratio, not every such curve was filed as active; inconclusive = small, poorly fitted or top-dose-only effect, or a change in a side signal; the % refers to the signal ratio;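 note: the direction sought is a rising ratio; 0% = basal untreated cells and 100% = reference inhibitor full response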
#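 Curves were fitted separately to fusion (green), unfused (red) and ratio luminescence, then classed by r2, magnitude and activity. Cells: OCI-Ly3, 4 h compound plus doxycycline at 37C; 10 uM MG-132 defined full response.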
# Numbers without * were called inactive; ? = inconclusive; nt = not tested or not shown; [ ] = remark or other dose. Unless noted, calls come from the whole dose curve; as a rule, active = well fitted curve in the direction sought with a large enough effect; inconclusive = small, poorly fitted or top-dose-only effect, or another doubt; inactive = no such curve, though single readings can be large; an effect the other way counts as inactive or inconclusive. Unless noted, % is set by controls: 0 for no effect and ±100 for the full control effect; potency is the fitted concentration of half-maximal effect.
# The line under a structure holds: p53ts 39C tox, p53ts 32C kill, Peg3 imprint, IkB signaling
CCn1c(SCC(=O)Nc2nc(-c3ccccc3)cs2)nnc1-c1ccccc1
  -18%, -2%, -24%, ?
CCOc1ccccc1NC(=O)c1c(NCc2ccc(C)o2)sc2c1CCCCC2
  -5%, 7%, -11%[10.9 µM], ?
COc1ccc(CNc2nc(-c3ccc(Cl)cc3)cc(C(F)(F)F)n2)cc1
  -14%, -2%, 3%[10.9 µM], -1.2%
COc1ccc2oc(=O)c(C(=O)Nc3ccc(C(=O)O)cc3)cc2c1
  -2%, -2%, ?, ?
O=C(c1cnn2c(C(F)(F)F)cc(-c3cccs3)nc12)N1CCN(Cc2ccccc2)CC1
  -10%, -10%, nt, nt
CC1=C(C)CC(c2ccccc2)C(C(=O)c2ccccc2O)C1 (centres undefined)
  3%[9.22 µM], -2%[9.22 µM], nt, nt
CC(=O)c1ccc(NC(=O)c2ccc(-c3nc(COc4ccc(C)cc4)c(C)o3)cc2)cc1
  -10%, 5%, -10%[10.9 µM], -1.7%
Cc1ccc(C(=O)Nc2ccc(Cl)c(-c3nc4ncccc4o3)c2)c(C)c1
  ?, ?, -9%[10.9 µM], ?
Cc1cc(C)n(-c2cc(-n3nc(C)cc3C)ncn2)n1
  16%, 4%, -6%, -2.0%
CCN(CC)C(=O)C1CCCc2c1[nH]c1ccc(Cl)cc21 (centres undefined)
  -15%, ?, -9%, -4.5%
O=C(O)C1Nc2c(C(=O)N3CCOCC3)cccc2C2C=CCC12 (centres undefined)
  0%, 0%, -6%, 3.6%
CCOC(=O)Nc1ccc(C(=O)Oc2ccccc2)c(O)c1
  -10%, -21%, -41%[inhibitor], 4.2%
O=C(CCn1c(=O)c2ccccc2n(Cc2cccc(Cl)c2)c1=O)NCCc1ccccc1
  -12%, 0%, -8%[10.9 µM], ?
CC(C)(C)c1ccc(C(=O)Nc2cnccn2)cc1
  5µM*, 5µM*, -61%[inhibitor], 6.5%
C1=Nc2c(Nc3ccccc3)ncnc2Oc2ccccc21
  -18%, -4%, -17%, ?
COc1ccc(CC(=O)c2cc(OC)c(OC)cc2CC(=O)O)cc1OC
  8%, 3%, -4%, 0.0%
CCOC(=O)c1[nH]c(C)c(C(=O)NCCc2ccccc2)c1C
  -18%, 1%, -11%[10.9 µM], 1.7%
Cc1ccc(NC(=O)Cn2nc(N3CCN(c4ccccc4)CC3)ccc2=O)cc1F
  -20%, 15%, -4%[10.9 µM], ?
Cc1ccc(CNC(=O)c2ccc3c(c2)nc2n3CCCC2)cc1
  -14%, -15%, ?, ?
COc1cc(CC(=O)O)ccc1O
  7%, 18%, 1%, 8.3%
CCCCN(C)CCNC(=O)CN1C(=O)CSc2ccc(S(=O)(=O)N3CCOCC3)cc21
  -14%, -6%, -11%[10.9 µM], 1.1%
CCOC(=O)N1CCC(NC(=O)C2CCCN(c3nc4ccccc4o3)C2)CC1 (centres undefined)
  5%, 7%, -15%, 1.8%
C=C(C)CC1N(c2cccc(OC)c2)C(=O)C2C(C(=O)O)C3C=CC21O3 (centres undefined)
  -5%, 2%, -2%, 0.8%
COc1ccccc1NC(=O)CSc1nc2c(oc3ccccc32)c(=O)n1-c1ccccc1F
  -4%, 12%, -10%[10.9 µM], 0.6%
COc1ccc(F)cc1S(=O)(=O)NCCc1csc2nc(-c3cccc(C)c3)nn12
  -9%, 7%, -3%[10.9 µM], -2.5%
CCCOC(=O)c1c(NC(=O)C(C)Sc2nc(-c3ccccc3)cc(C(F)(F)F)n2)sc(C(=O)N(C)C)c1C (centres undefined)
  -1%, 19%, -22%[10.9 µM], ?
O=C1CNC(=S)N1c1nc(-c2ccccc2)cs1
  -19%, -3%, nt, nt
CO/N=C(/C(=O)NC1C(=O)N2C(C(=O)O)=C(COC(N)=O)CSC12)c1ccco1 (centres undefined)
  -7%, 6%, -3%, nt
CCOC(=O)N1CCC(Nc2nc3ccccc3n3cnnc23)CC1
  3%, -6%, 2%, 0.4%
O=C(C1CC1)N1CCc2cc(Br)cc(S(=O)(=O)N3CCCCCC3)c21
  -3%, -2%, -18%, ?

# A few values from the entries so far:
# In IkB signaling, `CCOC(=O)Nc1ccc(C(=O)Oc2ccccc2)c(O)c1` reads 4.2%
# In p53ts 39C tox, `CCCCN(C)CCNC(=O)CN1C(=O)CSc2ccc(S(=O)(=O)N3CCOCC3)cc21` reads -14%

# Further entries:
# The line under a structure holds: p53ts 39C tox, p53ts 32C kill, Peg3 imprint, IkB signaling
COc1ccc(-n2c(Cn3c(=O)sc4ccccc43)nnc2SCC(=O)N2CCCC2)cc1
  11%, 8%, -10%, -2.9%
Cn1c(-n2cccc2)c(-c2c(-c3ccccc3)[nH]c3c2c(=O)[nH]c(=O)n3C)c(=O)[nH]c1=O
  -2%, 8%, 1%[10.9 µM], -0.1%
Fc1ccccc1COc1ccc(/C=N/NC(=S)NCc2ccccc2)cc1
  -28%, -15%, nt, nt
COC(=O)[C@@]1(Cc2ccc(OC)cc2)[C@H]2c3cc(C(=O)N(C)C)n(CCc4c[nH]c5ccc(O)cc45)c3C[C@H]2CN1C(=O)c1ccccc1
  -18%, 15%, -1%, nt
Cc1cc(C)c(C#N)c(Nc2ccc3c(c2)OCCO3)n1
  -4%, 5%, -1%, -1.4%
Cc1cc2c(=O)n(Cc3ccco3)c(SCC(=O)c3ccc(Cl)s3)nc2s1
  -15%, -5%, -19%, ?
COc1cc(Br)cc2cc(C(=O)N3CCN(C(=O)c4ccco4)CC3)c(=O)oc12
  6%, 3%, 0%, 1.7%
O=C(c1csnn1)N1CCC2(CC1)CCN(c1ccncc1)CC2
  -9%, -12%, nt, 0.5%[11.4 µM]
COc1ccc(-n2c(C)cc(C(=O)CSc3nnc(-c4ccoc4C)n3C)c2C)cc1
  19%, 4%, -6%, ?
Cn1c(=O)c2c3c(sc2n2c(SCc4ccc5c(c4)OCO5)nnc12)COC(C)(C)C3
  5%, -1%, 7%, 6.3%
COc1ccccc1N1CCN(C(=O)c2oc3ccccc3c2NC(=O)C(C)Oc2ccccc2)CC1 (centres undefined)
  5%, 9%, -7%[10.9 µM], ?
COc1cc2c(C)nc3onc(-c4ccccc4)c3c2cc1OC
  11%, 3%, -9%, -3.0%
CC1CCc2nn(CC(=O)NCc3ccc4c(c3)OCO4)cc2C1 (centres undefined)
  8%, 0%, -8%, -1.8%
COC(=O)[C@@]1(Cc2ccc(F)cc2)[C@H]2c3cc(C(=O)N4CCCC4)n(Cc4ccc(C(F)(F)F)nc4)c3C[C@H]2CN1C(=O)c1ccccc1
  4%, 15%, -15%, nt
O=C(c1cc(-c2ccccc2)nc2ccccc12)N1CCN(c2ccccn2)CC1
  -15%, -13%, -25%, ?
O=C(NCCn1ccc2ccccc21)c1ccc(S(=O)(=O)N2CCOCC2)cc1
  12%, 17%, ?, -1.5%
CCOc1ccc(N(CC(=O)OC)S(=O)(=O)c2ccc(OC)c(OC)c2)cc1
  1%, -1%, -16%, -1.6%
O=C(c1ccco1)N1CCC2(CCN(Cc3ccncc3)CC2)CC1
  -4%, -7%, nt, -0.5%[11.4 µM]
CCOC(=O)c1ccccc1NC(=O)c1ccc2c(Cl)c3c(nc2c1)CCC3
  ?, -27%, -10%[10.9 µM], ?
N#Cc1c(SCC(N)=O)nc(-c2ccccc2)c2c1CCCC2
  -10%, -2%, -5%, ?
Cc1ccnc(NS(=O)(=O)c2ccc(NC(=O)c3ccc(C)c(C)c3)cc2)n1
  -5%, -7%, -10%[10.9 µM], 5.2%
O=C(Nc1ccc2c(c1)OCO2)c1cccc(F)c1
  -27%, ?, -87%[inhibitor], 4.3%
CCOc1ccc2c(c1)c(=O)c(C(=O)c1ccc(CC)cc1)cn2CC(=O)Nc1ccccc1OC
  -10%, 8%, -13%[10.9 µM], 0.9%
Cc1ccc(NC(=O)C(Cc2ccccc2)n2cccc2)c(C)c1 (centres undefined)
  -20%, -2%, -7%[10.9 µM], 0.3%
COc1cccc(NC(=O)CSc2nnc(NC(=O)NC3CCCCC3)s2)c1
  13µM*, 11µM*, ?, ?
O=C(NC1CCCC1)C(c1cccnc1)N(C(=O)c1csnn1)C1CCCC1 (centres undefined)
  28%, 14%, nt, nt
O=C(Cc1cccc2ccccc12)N/N=C/c1ccc(OC(=O)/C=C/c2ccco2)cc1
  -3%, 11%, nt, nt
C=C(Br)CN(C)CC(=C)Br
  -2%[9.22 µM], -6%[9.22 µM], 9%[10.9 µM], 1.1%[11.4 µM]
Cc1cc(C)c2c(C)c(C(=O)N3CCC(c4nc5ccccc5s4)CC3)oc2c1
  3%, -8%, -6%[10.9 µM], ?
CCN1CCN(CCNC(=O)C2CCCN(Cc3nc(-c4cccc(Cl)c4)oc3C)C2)CC1 (centres undefined)
  2%, -14%, -35%[inhibitor], 2.7%

# Structures shown so far that contain an NH in an aromatic ring:
# The line under a structure holds: p53ts 39C tox, p53ts 32C kill, Peg3 imprint, IkB signaling
CCN(CC)C(=O)C1CCCc2c1[nH]c1ccc(Cl)cc21 (centres undefined)
  -15%, ?, -9%, -4.5%
CCOC(=O)c1[nH]c(C)c(C(=O)NCCc2ccccc2)c1C
  -18%, 1%, -11%[10.9 µM], 1.7%
Cn1c(-n2cccc2)c(-c2c(-c3ccccc3)[nH]c3c2c(=O)[nH]c(=O)n3C)c(=O)[nH]c1=O
  -2%, 8%, 1%[10.9 µM], -0.1%
COC(=O)[C@@]1(Cc2ccc(OC)cc2)[C@H]2c3cc(C(=O)N(C)C)n(CCc4c[nH]c5ccc(O)cc45)c3C[C@H]2CN1C(=O)c1ccccc1
  -18%, 15%, -1%, nt

# Next section.
# The line under a structure holds: p53ts 39C tox, p53ts 32C kill, Peg3 imprint, IkB signaling
CCOC(=O)C(NC(C)=O)(N1CCc2ccccc2C1)C(F)(F)F (centres undefined)
  11%, -1%, -13%, 0.5%
COC(=O)C1=C(C)NC(C)=C(C(=O)OC)C1c1ccccc1OCc1c(C)no[n+]1[O-]
  -6%, 5%, -9%, 2.4%
CN(C)Cc1ccccc1-c1cc(NCc2cccs2)ncn1
  7%, 2%, 2%, -1.0%[11.4 µM]
COc1ccc(S(=O)(=O)Nc2ccc(C(F)(F)F)cc2)cc1OC
  -29%, 6%, 20%, ?
COc1ccc(S(=O)(=O)Nc2ccccc2SC)cc1C
  -8%, -2%, -8%, 4.2%
COc1ccc(-c2nn3c(-c4ccccc4C)nnc3c3ccccc23)cc1
  10µM*, 25%, 5%[10.9 µM], 3.7%
COc1ccc(C2SCCN2S(=O)(=O)c2ccccc2)cc1OC (centres undefined)
  -7%, -3%, -10%, ?
CCn1c(C)c(C(C)=O)c(N2CCN(C(=O)c3ccco3)CC2)nc1=S
  9%, -1%, 5%, 0.2%
O=C(Cc1ccccc1F)N1CCC(c2nc3c(nnn3Cc3ccc(F)cc3)c(=O)[nH]2)CC1
  -1%, -6%, -8%[10.9 µM], ?
C[N+]1(CCC(=O)c2ccco2)CC2CCC(CC2)C1 (centres undefined)
  2%[9.22 µM], -1%[9.22 µM], -8%[10.9 µM], 1.3%[11.4 µM]
CCOC(=O)c1ccccc1NC(=O)CSc1nnnn1C1CCCCC1
  -10%, 0%, -13%, ?
Cc1ccc(S(=O)(=O)C2(C(=O)N3CCN(C4CCCCC4)CC3)CC2)cc1
  3%, -5%, -3%, 3.8%
NC(=O)C1CCCNC1 (centres undefined)
  -9%, 7%, 1%, -1.5%
CCC(=O)N1C(C(=O)O)CSC1c1ccc(OC)cc1 (centres undefined)
  5%, 4%, 3%, 2.2%
Oc1ccc(NCc2ccccc2OCc2ccccc2)cc1
  ?, 9%, ?, ?
OCc1nc2ccccc2n1CC(O)COc1ccccc1 (centres undefined)
  -4%, -2%, -8%, -0.6%
CCN(CC)C(=O)CSc1nc(N)c(C#N)c(-c2cccs2)c1C#N
  8%, 2%, nt, nt
O=C(CSc1nnc(CNc2ccc(F)cc2)n1Cc1ccco1)N1CCCC1
  13%, 2%, -7%, ?
CCC(c1nnnn1Cc1ccc2c(c1)OCO2)N1CCN(c2ccc(OC)cc2)CC1 (centres undefined)
  -13%, -9%, 2%, 2.7%
Cc1ccc(NC(=O)NCc2ccc3c(c2)CCN3C(=O)c2ccccc2)c(Cl)c1
  -2%, -14%, -15%[10.9 µM], 0.7%
CN(C)Cc1cc(C(C)(C)c2cc(CN(C)C)c(O)c(CN(C)C)c2)cc(CN(C)C)c1O
  -6%, 0%, -10%, 2.7%
